From PubChem
FLuc act counter = firefly luciferase counter-screen for stimulation assays. ATPlite luciferase biochemical, luminescence, 10 min; 0 = ATP-free wells, 1 = DMSO control. activation factor at 10 µM. P08659. 200,000 tested, under 10 active;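 active = luciferase activation factor, scaled between plate controls, of at least 2 with compound at 10 µM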
Target sequence (P08659 whole entry, looked up): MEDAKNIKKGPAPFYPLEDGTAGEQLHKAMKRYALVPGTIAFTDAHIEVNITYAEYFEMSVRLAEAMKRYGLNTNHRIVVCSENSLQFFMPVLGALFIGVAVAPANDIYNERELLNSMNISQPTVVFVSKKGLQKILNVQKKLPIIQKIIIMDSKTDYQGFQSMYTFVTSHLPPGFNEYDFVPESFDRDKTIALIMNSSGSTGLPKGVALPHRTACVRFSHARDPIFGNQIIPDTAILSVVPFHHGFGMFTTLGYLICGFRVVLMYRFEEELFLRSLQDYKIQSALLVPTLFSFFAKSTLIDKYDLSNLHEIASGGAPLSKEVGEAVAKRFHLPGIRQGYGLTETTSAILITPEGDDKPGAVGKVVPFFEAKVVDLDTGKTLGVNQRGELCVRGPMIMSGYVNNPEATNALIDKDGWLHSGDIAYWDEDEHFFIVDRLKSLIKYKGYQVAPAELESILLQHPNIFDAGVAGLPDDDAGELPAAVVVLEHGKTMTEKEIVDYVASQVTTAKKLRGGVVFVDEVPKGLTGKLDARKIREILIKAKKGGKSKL
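Material: luciferase plus luciferin reagent, cell-free. Medium: PBS buffer for ATP. Also added: ATP substrate, dispensed from a 10.24 µM working solution in PBS. Doses: test compounds dosed from 2 mM stocks in 100% DMSO. Incubation: 10 min post-reagent at room temperature. Technique: light output (luminescence). Read-out basis: luminescence gain marking luciferase activators.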
TNAP inh hi DEA = inhibitors of human TNAP at high phosphate acceptor concentration | actives 0.03% (n = 200,000) | P05186 | AID 1135 | inhibition, % at 20 µM | purified TNAP, CDP-star luminescence, 1 M DEA;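 active = over 50% inhibition of tissue-nonspecific alkaline phosphatase at 20 µM in the single-dose screen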;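 also: plate controls were DMSO wells for no effect and EDTA-quenched wells as full inhibition for full effect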
Target sequence (P05186 whole entry, looked up): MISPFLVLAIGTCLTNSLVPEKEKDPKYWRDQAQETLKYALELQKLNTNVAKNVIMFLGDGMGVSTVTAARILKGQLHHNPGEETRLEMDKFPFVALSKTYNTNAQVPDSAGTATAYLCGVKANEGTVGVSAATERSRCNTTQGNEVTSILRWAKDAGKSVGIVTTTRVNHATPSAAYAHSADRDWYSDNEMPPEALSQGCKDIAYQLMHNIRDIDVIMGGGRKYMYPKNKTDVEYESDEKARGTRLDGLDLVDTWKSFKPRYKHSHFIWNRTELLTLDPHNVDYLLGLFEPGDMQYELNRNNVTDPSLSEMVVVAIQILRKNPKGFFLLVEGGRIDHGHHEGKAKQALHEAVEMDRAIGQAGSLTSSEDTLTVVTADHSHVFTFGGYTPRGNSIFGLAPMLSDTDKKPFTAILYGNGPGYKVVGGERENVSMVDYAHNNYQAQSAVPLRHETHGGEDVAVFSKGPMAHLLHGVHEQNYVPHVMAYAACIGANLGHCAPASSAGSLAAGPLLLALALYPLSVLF
APP 5UTR inh = APP translation inhibition; SH-SY5Y APP 5'UTR-luciferase reporter, luminescence; inhibition, % at 2 µM; actives 0.82% (n = 190,000);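 active = inhibition above a set limit, derived from the sample mean plus 3 SD, cut at about 45% in these data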; also: values of inactives mirror those of a sister screen read the other way
RAM network inh = inhibitors of the yeast RAM network; actives 1.8% (n = 190,000); S. cerevisiae dse1pr::URA3 reporter, 5-FOA growth OD615, 2 d; analog-sensitive cbk1-as2 kinase mutant strain; AID 868; inhibition, % at 50 µM;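 active = inhibition above a set limit, 3 SD over mean compound inhibition, cut at about 8.4% in these data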;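 also: 0% = DMSO-only wells with no growth and 100% = 10 µM 1-NA-PP1 full growth; inhibition rescues growth on 5-FOA so higher OD means more RAM inhibition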
TNAP inh noacc = inhibitors of human TNAP without phosphate acceptor | actives 0.26% (n = 200,000) | P05186 | inhibition, % at 20 µM | AID 1012 | purified TNAP, CDP-star luminescence, 30 min;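 active = tissue-nonspecific alkaline phosphatase inhibition above about 50% at 20 µM in the single-dose screen, limit read from the data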;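 also: 0% = DMSO negative control and 100% = EDTA positive control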
TNAP act hiacc = activators of human TNAP at high phosphate acceptor concentration; activation factor at 20 µM; 200,000 tested, under 10 active; purified TNAP, CDP-star luminescence, 1 M DEA, 30 min; active compounds read high; 0 = EDTA background, 1 = DMSO-only activity; P05186;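 active = activation factor at least 2 at 20 µM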
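Assay system: human TNAP; Input: enzyme diluted 1/800 final; Reagent: CDP-star luminogenic substrate at 100 µM final; Timing: 30 min, room temperature; Signal: luminescence; Evaluation: TNAP activation factor scaled between EDTA and DMSO control wells.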
bIAP activator = increases bovine intestinal alkaline phosphatase activity | actives 0.17% (n = 200,000) | activation factor at 20 µM | purified bovine IAP, CDP-star luminescence, 30 min; active compounds read high; fold of DMSO-control signal, blank-subtracted;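 active = activation factor of 2 or more at 20 µM, a signal rise over negative controls twice the positive control's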
Lmaj promast = reduces viability of Leishmania major promastigotes; AID 1063; inhibition, % at 10 µM; actives 9% (n = 200,000); resazurin fluorescence viability; in the data active = inhibition above about 50%;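 also: promastigotes grown with compound for 44 hours at 28 °C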
bIAP inh = intestinal alkaline phosphatase (bovine) inhibition; purified bovine IAP, CDP-star luminescence, 30 min; inhibition, % at 20 µM; 190,000 tested, under 10 active;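 active = over 50% inhibition of intestinal alkaline phosphatase at 20 µM in the single-dose screen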
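System: Purified bovine intestinal alkaline phosphatase (IAP) enzyme | Input: IAP diluted 1/65,000,000 in the well | Also added: CDP-star chemiluminescent phosphatase substrate, 30 µM final | Dosing: 20 µM single dose | Times: Enzyme reaction for 30 min at room temperature | Detection: Luminescence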
FLuc inhib CS = counter-screen for luciferase assay inhibitors: firefly luciferase inhibition | ATPLite firefly luciferase biochemical luminescence, 10 min | inhibition, % at 10 µM | actives 1.5% (n = 200,000) | AID 1006;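 active = inhibition above about 50% when tested at 10 µM, limit read from the data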
The depositor's hits bear a star; / = not tested or not shown. Rows are unselected; overall some 13% were active at least once.

SMILES	FLuc act counter	TNAP inh hi DEA	APP 5UTR inh	RAM network inh	TNAP inh noacc	TNAP act hiacc	bIAP activator	Lmaj promast	bIAP inh	FLuc inhib CS
O=C(CSc1nnc2ccccn12)NCc1ccco1	1	-1	-13	-0.3	-10	1	1.2	-7	-23	-3
CCC(Cc1ccccc1)n1c(=S)[nH]c2ccccc2c1=O (stereo not given)	1.1	2	22	0.8	1	1	0.8	18	17	-6
Clc1ncn(C23CC4CC(CC(C4)C2)C3)n1	1	-10	0	-0.1	-18	1.1	0.9	-4	12	-4
O=C(N/N=C/c1ccccc1)NC1CCCCC1	0.9	-1	-22	1.4	-17	1	0.9	4	8	6
COc1ccccc1-c1nc(SCc2ccccn2)n[nH]1	1	-1	/	1.7	84*	1	0.5	/	50	0
Cc1noc(NS(=O)(=O)c2ccc(NC(=O)c3cnc4n(c3=O)CCS4)cc2)c1C	1.1	-5	9	4.0	-10	1.1	1	-1	4	-6
O=C(NC1=NCCS1)c1cccc(N2C(=O)c3ccccc3C2=O)c1	1	0	9	2.8	-9	1	0.9	-3	6	0
Cc1ccc(NC(=O)CCNC(=O)c2ccco2)cc1F	1.1	-2	-3	-0.8	-5	1	1	4	2	-5
CC(C)OC(=O)NS(=O)(=O)c1cccc([N+](=O)[O-])c1	1.1	-1	0	1.6	3	1	0.9	-8	10	-9
CCCSc1nnc(N2C(=O)CC(c3ccsc3)C3=C2CCCC3=O)s1 (stereo not given)	1.1	-3	-5	0.8	-10	1	0.9	7	8	-5
Cc1[nH]c2ccccc2c1SCc1ccccc1	1	-4	-12	-0.7	-6	1	0.8	-4	21	-4
COc1ccc(C(=O)NCCCN2CCOCC2)cc1OC	1.1	-5	17	2.0	-13	1.1	0.9	-1	7	-9

Just Lmaj promast, TNAP inh hi DEA and bIAP inh (3 entries from above):
structure	Lmaj promast	TNAP inh hi DEA	bIAP inh
O=C(CSc1nnc2ccccn12)NCc1ccco1	-7	-1	-23
CCC(Cc1ccccc1)n1c(=S)[nH]c2ccccc2c1=O (stereo not given)	18	2	17
Clc1ncn(C23CC4CC(CC(C4)C2)C3)n1	-4	-10	12

Continued:
SMILES	FLuc act counter	TNAP inh hi DEA	APP 5UTR inh	RAM network inh	TNAP inh noacc	TNAP act hiacc	bIAP activator	Lmaj promast	bIAP inh	FLuc inhib CS
COc1ccc(N2CCN(c3nc(NC(C)(C)C)nc(N4CCCCC4)n3)CC2)cc1	1	-1	3	1.6	4	1	1.1	97*	-12	-4
C=C(C)CNC(=S)N/N=C/c1c(F)cccc1F	1	-1	0	0.0	-11	1	1.1	3	-6	-1
COc1cccc(CNC(=O)c2cc3ccccn3n2)c1	1	-10	-12	-1.1	-8	1.1	0.7	-3	26	-1
Cc1ccc(CN2CCN(Cc3cn[nH]c3-c3cccc(F)c3)CC2CCO)o1 (stereo not given)	1	-5	10	0.8	1	1.1	1	-3	1	-1
CCOC(=O)NN1C(=O)c2ccccc2NC1C (stereo not given)	0.9	1	0	-0.5	-6	1	1	-1	-3	8
CCOC(=O)C(=O)c1c(-c2ccccc2)nc2ccccn12	1	-1	0	-1.2	-9	1	1	-1	-2	-2
O=C(NCCC1=CCCCC1)c1cnsn1	1	-1	-27	-0.3	2	1	0.9	-6	12	-1
CC1(C)CC(=O)c2c(nn(-c3ccccc3)c2-c2ccncc2)C1	1	16	-12	5.2	-7	0.8	1	7	2	-4
N#CCc1ccc(NS(=O)(=O)c2ccc(N3CCCC3=O)cc2)cc1	1.1	-3	-27	1.0	4	1	1	-8	5	-7
Cc1ccc(F)c(NC(=O)c2ccc(Cn3cc(Cl)cn3)cc2)c1	1	-1	-23	2.2	-1	1	1.1	-2	-6	4
CCOc1cc(CN2CCN(c3ccc(C(C)=O)cc3)CC2)ccc1OC	1	3	-6	3.1	-6	1	1	24	4	-4
O=C(Cn1c(=O)[nH]c2ccsc2c1=O)N1CCN(c2ccc(F)cc2)CC1	1	2	-4	0.2	-3	1	1	-4	5	-3
CC(=O)OC(/C(O)=C(\C#N)c1nc2ccccc2[nH]1)c1ccccc1 (stereo not given)	1	-5	-18	1.3	-7	1.1	1.3	-5	-26	-4
CCCn1nnc(NCc2ccc(OCc3cccs3)c(OC)c2)n1	1	-2	0	0.5	-10	1	1	5	-4	1
COC(=O)[C@@H](N)CS	1	2	-3	1.5	-8	1	1	2	-2	1
Cc1c(C2(c3c(C)n(C)n(-c4ccccc4)c3=O)C(=O)Nc3ccc(F)cc32)c(=O)n(-c2ccccc2)n1C	1	-6	-1	0.5	-5	1.1	1.1	-1	-9	-4
O=C(Cn1c(CO)nc2ccccc21)NC1CCCCCC1	1	-5	10	1.1	-8	1.1	0.9	-6	7	-5
CC(C)C1C(C#N)=C(N)Oc2n[nH]c(-c3ccc4ccccc4c3)c21 (stereo not given)	1.1	-4	55*	3.8	9	1	0.9	8	7	-6
Cc1c(Br)c([N+](=O)[O-])nn1C(C)C(=O)Nc1nccs1 (stereo not given)	1.1	-3	-4	-0.1	1	1	0.9	7	10	-8
O=C(Cc1ncn[nH]1)NCCc1ccccc1	1.1	-8	9	-0.8	-12	1.1	1.6	-2	-55	-8
COC(=O)C(Oc1ccc2c(-c3ccc(OC)cc3)cc(=O)oc2c1)c1ccccc1 (stereo not given)	1	4	3	4.2	-1	1	1.1	13	-10	-1
COC(=O)c1ccc[n+](CC(=O)c2ccc(Br)cc2)c1	1	2	-8	2.2	-2	1	1.1	56*	-5	-1
CCn1c(CSc2nccn2C)nc2cc(C(=O)O)ccc21	0.9	-1	21	1.0	-22	1	1.1	-1	-12	6
CSC1=C(C#N)C(c2ccc3c(c2)OCO3)C2=C(CCCC2=O)N1 (stereo not given)	1.1	0	-15	2.6	0	1	0.9	4	12	-7

The last four records of the section before lead into the next:
SMILES	FLuc act counter	TNAP inh hi DEA	APP 5UTR inh	RAM network inh	TNAP inh noacc	TNAP act hiacc	bIAP activator	Lmaj promast	bIAP inh	FLuc inhib CS
COC(=O)C(Oc1ccc2c(-c3ccc(OC)cc3)cc(=O)oc2c1)c1ccccc1 (stereo not given)	1	4	3	4.2	-1	1	1.1	13	-10	-1
COC(=O)c1ccc[n+](CC(=O)c2ccc(Br)cc2)c1	1	2	-8	2.2	-2	1	1.1	56*	-5	-1
CCn1c(CSc2nccn2C)nc2cc(C(=O)O)ccc21	0.9	-1	21	1.0	-22	1	1.1	-1	-12	6
CSC1=C(C#N)C(c2ccc3c(c2)OCO3)C2=C(CCCC2=O)N1 (stereo not given)	1.1	0	-15	2.6	0	1	0.9	4	12	-7
CS(=O)(=O)N(CC(=O)NCc1ccncc1)c1ccc(Cl)c(Cl)c1	1	-5	-10	1.2	-8	1.1	1.1	-2	-14	-1
CCOC(=O)C(CCOc1cccc(CC)c1)C(=O)OCC	1	-5	0	-0.2	-11	1.1	1	2	0	-5
COc1ccc(C)cc1N(CC(N)=O)S(=O)(=O)c1ccc(C)cc1	1	3	18	1.3	-1	1	1	-2	-4	1
C=C(C)CSCc1nc2ccccc2[nH]1	1	-2	-5	1.6	-13	1	0.8	-2	20	1
COC(=O)CSc1ccc(S(=O)(=O)N2CCC(C)CC2)cc1[N+](=O)[O-]	1.1	-1	38	8.0	-4	1	0.9	-10	7	-7
Cc1ccc(C2(CC(=O)O)CCOC(C)(C)C2)cc1 (stereo not given)	1.1	1	-6	1.0	0	1	1	-10	-1	-9
O=C(OCn1ncc(Cl)c(Cl)c1=O)c1ccc(C(F)(F)F)cc1	1	0	-8	1.9	-6	1	1	7	-2	-5
c1cn(C23CC4CC(CC(C4)C2)C3)cn1	1	1	-3	-1.0	0	1	0.9	-3	7	-2
Cc1cc(C)c(S(=O)(=O)c2ccc(Cl)cc2)c(Cl)n1	1	-3	1	0.5	-13	1	1.2	10	-18	1
COCCCn1c(SCC(=O)c2ccccc2)nc2ccccc2c1=O	1	-3	16	5.9	6	1	1	14	3	-3
CCc1cc2c(SCC(=O)N3CC(=O)Nc4ccccc43)ncnc2s1	1	-7	-7	3.8	-16	1.1	1	1	3	-5
COC(=O)Cn1c(SCc2ccccc2)nc2ccccc21	0.9	-8	2	0.5	0	1.1	0.9	11	13	6
CC(OC(=O)CNC(=O)c1ccccc1F)C(=O)Nc1nc(-c2ccccc2)cs1 (stereo not given)	1	-6	-21	2.5	-6	1.1	1	-3	1	-2
COc1ccc(-c2nn(C)c(=O)c3ccccc23)cc1NC(=O)COc1ccc(C)cc1	1.1	-5	-10	6.1	-7	1	1	47	-3	-6
COc1ccc(NC(=O)CSc2nc(-c3ccc(C)cc3)cc(C(F)(F)F)c2C#N)cc1	1.1	-8	-2	6.2	-14	1.1	0.9	-6	10	-7
COc1ccccc1OCc1nc(Cc2ccc(Cl)cc2)no1	1.1	-4	-17	-0.8	-3	1	0.9	4	11	-6
COCCNC(=O)Cc1ccc(Br)cc1	1	-4	19	0.0	-6	1	1	-2	1	0
O=C(c1ccc(-c2ccc(Cl)cc2Cl)o1)N1CCOCC1	0.5	-1	-80	3.0	-2	1	1	0	2	51*
CC1OC2(C)OC(=N)C1(C#N)C(C#N)(C#N)C2c1ccccc1 (stereo not given)	1	7	-2	0.2	2	0.9	0.7	8	29	0
COc1ccc(C)cc1S(=O)(=O)N(C)CC(=O)Nc1ccc2c(c1)OCCO2	1	0	-24	1.0	-11	1	1	6	-2	-2
O=C(NCCC1=CCCCC1)c1cc2c(s1)CS(=O)(=O)C2	1	-2	-5	3.0	-13	1	0.9	-3	13	-2
Cc1cccc(NC(=O)c2ccc(N3CCOCC3)c([N+](=O)[O-])c2)n1	0.9	-1	-65	0.8	-3	1	1	9	1	12
O=C(NCCc1c[nH]c2ccccc12)C(=O)NCC1OCCN1S(=O)(=O)c1ccc(F)cc1 (stereo not given)	1.1	-2	-17	4.4	-3	1	0.9	11	9	-12
O=C(CCNc1ccc(F)c(Cl)c1)c1ccco1	1	-2	-13	0.8	-12	1	0.8	96*	21	-2
CC(=O)Nc1ccc(S(=O)(=O)NC2=NCN(CCOC(=O)c3ccccc3)CN2)cc1	1	3	-24	1.6	-3	1	0.9	-5	5	-2
O=C(CSc1nnnn1-c1ccccc1)NC1CCCc2ccccc21 (stereo not given)	1.1	2	-14	-0.4	-9	1	1	-1	0	-6
O=C(CCC(=O)OCC(=O)c1ccccc1)Nc1cccc2cccnc12	1	-4	2	1.7	-14	1	0.9	-1	6	-2
Cc1ccc(-c2noc(CCC(=O)NCCN3CCOCC3)n2)cc1	1	-4	0	1.8	-11	1	1	-5	-4	-1
COc1ccc(C2CC(=O)n3nc(C45CC6CC(CC(C6)C4)C5)nc3S2)cc1OC (stereo not given)	1.1	1	1	1.4	88*	1	0.8	-6	17	-7
